NRP1-CendR mod: NRP-1/CendR interaction modulation; O14786; FAM-RPARPAR peptide binding to NRP-1, fluorescence polarization; inhibition, % at 25 µM; 0.85% of 360,000 active;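 active = inhibition or corrected inhibition above about 18%, plus a signal ratio from 0.5 to 1.5, limit read from the data, passing the limit was not always enough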; also: strong numbers were not always called active
MsrA inhibitor: inhibitors of bovine MsrA; purified bovine MsrA, absorbance read-out; inhibition, % at 15.5 µM; 0.75% of 360,000 active; in the data active = inhibition above about 4.5%;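 also: 0% = vehicle wells with enzyme and 100% = reference inhibitor wells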
eLon inh: E. coli protease La inhibition; P0A9M0; purified E. coli Lon protease, fluorescence polarization; inhibition, % at 7.94 µM; 0.42% of 360,000 active; in the data active = inhibition above about 13%, passing the limit was not always enough;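 also: 0% = enzyme with probe and DMSO and 100% = no enzyme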
Target sequence (P0A9M0 whole entry, looked up): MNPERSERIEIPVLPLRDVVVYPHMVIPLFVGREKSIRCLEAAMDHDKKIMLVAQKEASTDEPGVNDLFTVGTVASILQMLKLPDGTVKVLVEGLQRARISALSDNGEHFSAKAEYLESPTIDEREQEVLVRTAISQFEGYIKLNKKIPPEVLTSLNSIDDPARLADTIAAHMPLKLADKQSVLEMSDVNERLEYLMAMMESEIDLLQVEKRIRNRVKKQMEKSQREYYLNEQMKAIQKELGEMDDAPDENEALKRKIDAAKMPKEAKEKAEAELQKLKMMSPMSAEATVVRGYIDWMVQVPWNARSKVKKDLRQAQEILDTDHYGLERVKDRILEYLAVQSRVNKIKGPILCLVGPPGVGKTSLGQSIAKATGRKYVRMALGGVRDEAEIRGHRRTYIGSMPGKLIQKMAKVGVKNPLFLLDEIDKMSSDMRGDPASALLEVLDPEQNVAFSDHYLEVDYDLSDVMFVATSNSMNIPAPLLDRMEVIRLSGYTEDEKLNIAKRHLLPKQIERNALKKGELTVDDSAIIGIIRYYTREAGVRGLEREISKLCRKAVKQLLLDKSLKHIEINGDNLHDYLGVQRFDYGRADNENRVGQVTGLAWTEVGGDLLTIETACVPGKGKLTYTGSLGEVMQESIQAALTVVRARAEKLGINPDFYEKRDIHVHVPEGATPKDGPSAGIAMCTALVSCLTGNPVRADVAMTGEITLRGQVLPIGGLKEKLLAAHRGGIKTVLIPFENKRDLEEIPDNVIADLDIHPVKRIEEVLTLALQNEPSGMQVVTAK
MsrA act: activates bovine MsrA enzyme; purified bovine MsrA, absorbance read-out; activation, % at 10.6 µM; 0.3% of 360,000 active; AID 602163; in the data active = activation above about 7.5%;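 also: 0% = vehicle and 100% = reference activator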
STEP inh: inhibitors of human striatal-enriched phosphatase STEP; P54829; inhibition, % at 20 µM; recombinant STEP, OMFP fluorogenic substrate, fluorescence; 0.25% of 360,000 active;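 active = inhibition at 20 µM, scaled per plate between control wells, above about 37%, limit read from the data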;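 also: 0% = DMSO with enzyme and substrate and 100% = substrate only without enzyme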
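Also added – OMFP at 25 µM · Test system – STEP tyrosine phosphatase · Technique – FITC-channel fluorescence of OMFP product · Schedule – 20 min at room temperature, dark · Evaluation – control-normalized % inhibition with plate pattern correction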
Scp-1 inhibitor: inhibitors of human Scp-1 phosphatase | Recombinant Scp1, phosphopeptide, malachite green phosphate absorbance | AID 493091 | inhibition, % at 20 µM | Q9GZU7 | 0.88% of 340,000 active;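 active = inhibition above about 50% at 20 µM, limit read from the data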;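 also: plate controls were DMSO wells with enzyme for no effect and wells lacking enzyme for full effect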
Target sequence (Q9GZU7 76-261 limits assumed): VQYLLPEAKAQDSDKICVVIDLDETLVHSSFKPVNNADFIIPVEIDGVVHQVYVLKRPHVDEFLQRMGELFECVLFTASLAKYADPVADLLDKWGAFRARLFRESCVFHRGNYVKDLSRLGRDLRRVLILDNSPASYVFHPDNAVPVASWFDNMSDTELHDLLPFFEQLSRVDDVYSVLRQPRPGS
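System: truncated SCP-1 phosphatase (76-261aa); medium: Tris acetate buffer pH 5.5 with MgCl2 and Tween-20; incubation: 45 min room-temperature reaction, 5 min colour, 30 min stabiliser; compound: single 20 µM dose, 1% DMSO; reagent: Phosphorylated 17-residue peptide substrate; read-out: % inhibition at 20 µM; technique: colorimetric free-phosphate detection, absorbance 630 nm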
TbMetRS inhib: blocks T. brucei methionyl-tRNA synthetase activity; purified T. brucei MetRS, ATP depletion, Kinase-Glo luminescence; inhibition, % at 11.9 µM; 0.4% of 360,000 active; AID 624268;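 active = inhibition above a per-plate cutoff of the control wells' mean inhibition plus 3 SD, cut at about 5.5% in these data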;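 also: 0% = DMSO wells median and 100% = median of wells with control inhibitor compound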
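Assay system: T. brucei methionyl-tRNA synthetase, purified | Medium: HEPES buffer with MgCl2, KCl, DTT, spermine, BSA, pyrophosphatase | Compound: 11.9 µM single point | Incubation: 15 min enzyme-compound preincubation, 2 h reaction, 10 min detection, 25 °C | Measured by: Kinase-Glo luciferase luminescence reporting remaining unconsumed ATP | Measure: % inhibition normalized to control-well medians | Replication: Singlicate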
LMPTP block: LMPTP (human) inhibition | P24666 | recombinant LMPTP-A, OMFP fluorogenic substrate, fluorescence intensity | inhibition, % at 20 µM | 0.22% of 360,000 active;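 active = compounds that cut the enzyme signal by at least half of the control window in the single-dose screen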;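 also: plate controls were DMSO wells with enzyme plus substrate for no effect and substrate without enzyme for full effect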
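Assay system: LMPTP-A, protein tyrosine phosphatase of low molecular weight / Medium: pH 6.0 Bis-Tris buffer with DTT and Triton X-100 / Schedule: 50 min enzyme reaction at room temperature, protected from light / Measured by: endpoint fluorescence intensity from OMFP dephosphorylation / Read-out basis: % inhibition relative to no-enzyme and uninhibited control wells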
SUMO1 PPI mod: modulators of human SUMO1-mediated protein-protein interactions | inhibition, % at 20 µM | P63165 | SUMO1 binding to a labelled peptide, TR-FRET, 1 h | 0.33% of 360,000 active; in the data active = inhibition above about 37%
DNMT1 inh: DNMT1 (human) enzyme inhibition; P26358; DNMT1 molecular beacon, Hinp1I cleavage, fluorescence; inhibition (reported as % activation of signal), % at 10 µM; 0.83% of 360,000 active; AID 588458; in the data active = inhibition above about 50%
The depositor's hits bear a star; nt = not tested or not shown.

smiles	LMPTP block	NRP1-CendR mod	MsrA act	eLon inh	DNMT1 inh	TbMetRS inhib	STEP inh	SUMO1 PPI mod	MsrA inhibitor	Scp-1 inhibitor
C=CCOc1c(Br)cc(/C=N/n2c(CC)n[nH]c2=S)cc1Br	0.8	9	-5	2	13	0.1	2	4	0.7	72*
COC(=O)C1CCN(CC(=O)Nc2ccccc2Sc2ccccc2)CC1	1.3	6	-4	-2	-4	-0.1	-1	-1	-1.7	-13
COc1cc(C(=O)NCC2CCCO2)ccc1OCc1ccccc1Cl (centres undefined)	0.4	-5	-6	-7	0	-0.4	-1	3	-0.9	-1
COc1cccc(S(=O)(=O)NCc2ccc(C(=O)Nc3ccc(C)cc3)cc2)c1	0.2	22	1	4	-3	-0.7	0	-1	1.0	-7
COc1ccc(NC(=O)Nc2ccc3c(c2)C(=O)N([C@H](C)CO)C[C@H](C)[C@@H](CN(C)C(=O)Nc2ccc4c(c2)OCO4)O3)cc1	0.6	-14	-13	-4	-3	-0.6	0	5	0.8	49
O=C(NCc1ccc(Cl)cc1)C1CCN(c2nnc(N3CCCC3=O)s2)CC1	-1.7	-3	-1	-10	2	0.1	-3	-2	-0.1	-5
Cn1c(N)nc(N)c(NC=O)c1=O	-0.3	9	-2	-3	-2	-0.6	0	5	1.4	nt
CCOC(=O)c1c(NC(=O)Cc2cccs2)sc(C(=O)NC2CCCC2)c1C	-0.3	8	-4	-4	3	0.4	-1	-2	1.3	-8
CC(=O)Nc1nnc(CCS(=O)(=O)c2ccc(C)c(C)c2)s1	-1.6	-6	-11	-1	0	-1.1	-1	2	1.9	1
COc1ccc(N2C(=O)[C@H]3[C@@H](C2=O)C2c4ccccc4C=NN2[C@H]3C(=O)C(C)(C)C)cc1 (some centres undefined)	0.1	-5	-2	3	-6	-0.1	6	-2	0.9	-5
COc1ccc(N(CCC#N)C(=O)/C(C#N)=C\c2cccs2)cc1	0.7	2	-4	9	3	1.9	1	-23	2.0	-13
Cc1nn(-c2ccccc2)c2sc(C(=O)NC3CCCCC3)cc12	5.2	-16	-1	1	-8	-0.7	4	5	0.1	-8
CCOC(=O)C1=C(CSc2nc3ccccc3s2)NC(=O)NC1c1cc(C)ccc1C (centres undefined)	2.2	4	-2	8	11	-0.6	0	10	1.5	-12
COc1ccc(-c2cc(C(=O)OCC(=O)N3CCCCC3)c3ccccc3n2)cc1OC	1.9	-10	-3	0	25	-0.4	1	-25	0.8	2
Cc1ccccc1S(=O)(=O)Cc1ccc(C(=O)NC2CC2)o1	1.2	9	-5	0	0	-0.2	-2	4	-0.2	-9
CCNC(=S)/C(=C(/[O-])c1ccc([N+](=O)[O-])cc1)[n+]1ccccc1	3.6	6	-2	-1	-11	0.5	0	-16	1.0	-7
CCOc1ccccc1OCCN1CCC(Cc2ccccc2)CC1	-0.7	-3	-5	-3	3	-1.0	1	-2	0.1	-2
Cc1ccc(S(=O)(=O)NCCC(=O)NCCN2CCCCCC2)cc1	0.0	-12	-4	1	-19	-0.7	0	-33	0.7	0
COc1cc(NC(=O)c2cc(-c3ccccc3)nc3c2cnn3C(C)C)cc(OC)c1OC	6.7	10	-4	5	-10	-0.2	3	-2	nt	-11
Cc1ccc(NC(=O)C2CCC(N3C(=O)C4CCCCC4C3=O)CC2)cc1 (centres undefined)	0.0	-4	-2	-1	1	-0.2	-1	4	-0.5	-4
CCOC(=O)C1CNc2cc(S(=O)(=O)CC)ccc2O1 (centres undefined)	-0.6	-6	-3	8	-3	-0.2	-1	-1	0.1	-5
CC(C)(C)c1ccc(S(=O)(=O)Nc2cccc(C3OCCCO3)c2)cc1	0.3	-8	1	-7	-1	-0.5	-4	-2	-0.7	-18
Cc1ccc(/C(O)=C2/C(=O)C(=O)N(CCCn3ccnc3)C2c2cccnc2)cc1 (centres undefined)	-3.9	1	0	1	1	0.2	2	1	3.7	-10
Cc1ccc([C@H]2C[C@@H](O)[C@H](n3cc(-c4ccc(F)cc4)nn3)CN2C(=O)c2cccs2)cc1	-0.2	-1	-7	-3	1	-1.4	2	-1	-0.8	nt
COc1ccc(OC)c(S(=O)(=O)N2CCCC(C)C2)c1 (centres undefined)	0.5	-2	3	12	-4	-0.9	2	0	-0.6	-8
Cc1ccc(C)c(C(=O)CSc2n[nH]c(-c3ccncc3)n2)c1	-0.8	14	0	5	2	2.4	2	1	-0.1	4
CCc1cccc(CC)c1NC(=O)C(NS(=O)(=O)c1cccs1)c1ccccc1 (centres undefined)	-1.0	-10	-2	-9	-2	-0.6	4	-3	1.0	-7
NC1=NC2(CCCCC2)N=C(Nc2ccc(Br)cc2)N1	1.0	8	-2	-2	-2	1.2	2	-1	-1.3	-5
CCOc1ccccc1NC(=S)Nc1ccc2cn[nH]c2c1	-0.3	-7	-11	-6	-2	-0.6	1	-7	1.1	-7
O=C(COC(=O)CCNS(=O)(=O)c1ccccc1)NNC(=O)c1ccccc1	-1.1	6	-2	0	3	-0.3	-1	10	-0.1	-5
CC(=O)Nc1ccc(CN2CCN(Cc3ccc(C)cc3)C(CCO)C2)cc1 (centres undefined)	0.0	-8	-4	3	-1	-0.1	-1	0	1.3	-3
Cc1c(C)c2cc(Cl)c(OCC(=O)Nc3ccccn3)cc2oc1=O	-0.5	-13	0	-3	65*	-0.2	-2	71*	0.6	nt
C=CCn1c(SCC(=O)c2ccc(OC)cc2)nnc1C(C)NC(=O)c1cccs1 (centres undefined)	-0.4	-8	-1	-5	0	-0.4	-4	5	-0.7	-8
CCCCn1c(NC(=O)C2CCCCC2)nc2ccccc21	-0.4	14	-9	4	-2	-0.3	-3	3	1.1	-6
CCOc1ccc2nc(CN3CCN(Cc4ccccc4OCC)C(CCO)C3)ccc2c1 (centres undefined)	-0.4	-1	1	-19	0	0.5	5	1	0.1	-7
COC(=O)c1nc(-c2ccccc2)n[nH]1	-1.4	-4	1	-7	0	0.2	2	21	-0.1	-9
COc1ccc(NC(=O)c2ccccn2)cc1	-0.8	4	1	-6	-5	-3.0	-4	2	nt	-2
CCOC(=O)C1(Cc2ccccc2C)CCCN(C(=O)CCc2cccnc2)C1 (centres undefined)	1.2	1	-4	-7	1	-0.9	2	-4	0.5	-21
COc1ccc(CCNC(=O)CC(=O)NCCc2ccc(OC)cc2)cc1	-0.3	-1	-2	7	1	-0.4	-3	4	0.8	-7
CN(C)C1=NCCN1CC1CCCC1	-4.3	8	-2	-6	3	-0.2	-2	-1	0.3	4
COc1cc(OC)c(NC2=NCCCCC2)cc1Cl	3.0	-23	-3	-2	-7	-0.3	0	1	-0.5	-3
Cc1nccn1-c1ccc(NC(=O)[C@H]2O[C@@H](n3cnc4c(N)ncnc43)[C@H](O)[C@@H]2O)cc1	0.2	4	-3	-14	-2	-0.5	-1	-1	nt	nt
CCN1CCN(CCCN(Cc2ccco2)C(=S)Nc2ccc(Cl)c(C)c2)CC1	-2.0	2	2	3	1	-0.7	4	3	-1.0	-6
CCn1c2ccccc2c2cc(NC(=S)N3CCOCC3)ccc21	-0.4	3	-6	-1	-8	-0.9	-2	-2	0.8	4
O=C(/C=C/N1CCOCC1)c1ccc(-c2ccccc2)cc1	1.4	-5	-4	-8	-3	-0.7	0	-13	nt	1
COc1cccc(OC)c1C(=O)OCC(=O)NCC(C)C	-0.4	9	-6	0	-1	-0.8	-3	1	1.0	0
CCCn1nnnc1SCC(=O)N1CCN(C(=O)c2ccco2)CC1	-1.0	3	-2	-8	1	-0.1	0	-2	-0.1	-4
CC(=O)c1cccc(NC(=O)C2CC(c3ccc(F)cc3)=NO2)c1 (centres undefined)	-0.8	7	-3	-3	-2	-0.2	-2	-1	0.8	-15
CCOC(=O)c1[nH]c(C)c(/C(O)=C2\C(=O)C(=O)N(CCN(C)C)C2c2ccncc2)c1C (centres undefined)	-4.1	7	-14	0	4	-1.0	0	-3	1.2	-6
O=C1c2cccnc2C(=O)N1Cc1ccc2c(c1)OCO2	-1.6	3	-11	-6	4	-0.5	4	-7	-2.1	-11

The list goes on, overlapping the part above by three compounds.
smiles	LMPTP block	NRP1-CendR mod	MsrA act	eLon inh	DNMT1 inh	TbMetRS inhib	STEP inh	SUMO1 PPI mod	MsrA inhibitor	Scp-1 inhibitor
CC(=O)c1cccc(NC(=O)C2CC(c3ccc(F)cc3)=NO2)c1 (centres undefined)	-0.8	7	-3	-3	-2	-0.2	-2	-1	0.8	-15
CCOC(=O)c1[nH]c(C)c(/C(O)=C2\C(=O)C(=O)N(CCN(C)C)C2c2ccncc2)c1C (centres undefined)	-4.1	7	-14	0	4	-1.0	0	-3	1.2	-6
O=C1c2cccnc2C(=O)N1Cc1ccc2c(c1)OCO2	-1.6	3	-11	-6	4	-0.5	4	-7	-2.1	-11
Cc1ccc(-c2noc(CC(c3ccccc3)c3ccccc3)n2)cc1	1.7	5	2	1	6	-0.5	2	2	0.7	-13
Cc1nn(C)cc1CNC(=O)c1cccc(Br)c1	-1.2	4	1	-7	2	0.0	-3	-3	-0.8	6
COc1cc2[nH]c(C)c(-c3ccccc3)c(=O)c2cc1Cl	-1.1	-8	-11	-3	nt	-1.2	nt	-69	2.6	nt
COC(=O)[C@@H]1CCCN1C(=O)c1cc(COc2cccc3cccnc23)on1	-0.6	-9	-2	5	1	-0.5	0	-9	1.1	-5
COc1ccc(N2CCN(c3ncnc4scc(-c5ccc(F)cc5)c34)CC2)cc1	2.8	-15	-10	-6	-3	-0.5	3	4	-1.0	5
Cc1ccccc1NC(=O)CCN1CCCCCC1	-1.6	1	-5	-3	0	-0.9	-4	3	-0.6	5
Cc1nn(-c2ccccc2)c2c1C(c1ccc(Cl)cc1)N(c1ccccc1)C(=O)N2 (centres undefined)	1.7	-2	-4	1	-9	-0.7	-4	3	0.3	3
CCCCn1c(N)c(N(CCOC)C(=O)COC(=O)c2ccccc2OCC)c(=O)[nH]c1=O	-0.5	4	-4	1	3	0.5	0	3	0.2	1
CC(=O)N/C(=C\c1ccc(F)cc1)C(=O)NC(Cc1ccccc1)C(=O)O (centres undefined)	-0.5	4	0	2	2	-0.4	-2	0	-0.3	-7
Cc1ccc(C2NC(=O)NC(O)(C(F)(F)F)C2C(=O)c2cccs2)o1 (centres undefined)	1.2	-7	-14	6	5	-1.4	-3	3	0.1	-4
